Compound activity deposited in PubChem BioAssay by National Center for Advancing Translational Sciences (NCATS).
LDHA block – inhibitors of human lactate dehydrogenase A. P00338. purified LDHA, NADH/diaphorase-resazurin fluorescence; hits give low values. activity change, % (values are at about 110 or 230 µM). 480,000 tested, 0.15% active. AID 1347041; in the data active means activity change below about -30%; inconclusive means mostly about -25% to -30%;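 further: plate controls were DMSO wells for no effect and wells without enzyme for full effect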
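Enzyme activity of human lactate dehydrogenase 5 (2 nM; 0.06 mM NADH, 0.2 mM pyruvate, 5 min, RT) is measured via a resazurin/diaphorase fluorescence readout of residual NADH.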
Vif-A3F inh – blocks the Vif interaction with APOBEC3F; HeLa A3F-eYFP + Vif (tagged APOBEC3F with the HIV-1 protein that degrades it), YFP fluorescence increase; Potency, µM (highest dose often 46.1 µM), for the others: at the top dose activity, negative = active; 390,000 tested, 0.2% active; AID 602313; further: potency means the concentration at half of the fitted maximal effect; % of control where 0% means no effect; nearly all actives have a fitted effect of over 65% in size
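Fluorescence increase (Ex 488/Em 500-530) after overnight compound treatment at 37 deg C flags inhibition of Vif-driven A3F-eYFP loss in stable HeLa A3F-eYFP/Vif cells seeded overnight beforehand.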
D1 antag – blocks dopamine activation of the human D1 receptor; AID 504652; P21728; HEK293 TREx D1 cells, calcium flux, dopamine EC80; hits give low values; activity change, negative = inhibition, % at 10 µM; 360,000 tested, 3.2% active; in the data active means activity change below about -30%; further: on the % scale 0 is the no-effect control and ±100 the full control effect
Target sequence (P21728 whole entry, looked up): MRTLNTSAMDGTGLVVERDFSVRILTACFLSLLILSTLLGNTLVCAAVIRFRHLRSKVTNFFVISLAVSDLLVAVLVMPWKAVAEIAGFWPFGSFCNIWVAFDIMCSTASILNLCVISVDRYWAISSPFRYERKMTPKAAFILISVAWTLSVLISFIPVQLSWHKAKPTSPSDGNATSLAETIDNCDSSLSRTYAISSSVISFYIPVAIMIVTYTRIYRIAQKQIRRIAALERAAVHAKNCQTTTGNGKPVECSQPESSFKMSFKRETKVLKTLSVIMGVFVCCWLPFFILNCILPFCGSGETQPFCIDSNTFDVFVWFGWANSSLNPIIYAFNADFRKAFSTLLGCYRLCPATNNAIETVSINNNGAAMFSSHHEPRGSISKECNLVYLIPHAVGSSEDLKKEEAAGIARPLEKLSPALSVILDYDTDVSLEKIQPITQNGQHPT
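Using tetracycline-induced force-coupled D1 Hek293 cells and a calcium dye, signals were followed for 180 s after compound, then for 180 s after EC80 dopamine, to detect inhibitors.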
D1 ag – human D1 receptor agonism; HEK293 T-REx D1 cells, calcium flux, agonist mode; activation, % at 2 µM; 360,000 tested, 1% active; AID 504660; in the data active means activation above about 30%; further: 0% is about no effect
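Tetracycline-induced HEK293 TREx D1 cells, force-coupled to calcium signalling, were dye-loaded with a no-wash calcium kit. Compound was pin-added after a 10 s baseline. Fluorescence was read kinetically at 1 cycle/s for 180 s, with calcium rises flagged as agonism.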
RXFP1 ag – agonists of human relaxin receptor RXFP1 | AID 2676 | Q9HBX9 | HEK293T-RXFP1 cAMP TR-FRET, 30 min; response scale: percent of porcine relaxin response, buffer zero | Potency, µM (titrated, usually from 57.5 µM), for inactives: at the top dose activation, usual class: activators | 370,000 tested, 0.3% active; further: potency means the concentration at half of the fitted maximal effect; on the % scale 0 is the no-effect control and ±100 the full control effect; nearly all actives have a fitted effect of over 60% in size; many of its hits are not listed in these tables
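HEK293T cells stably expressing RXFP1 were pretreated with the PDE4 inhibitor Ro 20174, exposed to compounds for 30 min at 37C, lysed, and cAMP was read by TR-FRET. Data normalized to buffer (basal) and 29 nM porcine relaxin (100%).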
Glioma ERSR ind – inducers of ER stress response in human glioma cells; U87-MG GRP78 promoter luciferase reporter, 16 h; Potency, µM, for inactives: at the top dose activation, usual class: activators; 420,000 tested, 0.02% active; AID 602332; further: potency means the concentration at half of the fitted maximal effect; series mostly up to about 76 µM; % of control where 0% means no effect; nearly all actives have a fitted effect of over 35% in size
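Stably transfected U87-MG human glioma cells carrying a GRP78-based luminescent sensor were seeded at 1000 cells/well, pin-dosed with compounds and incubated 16 h. Luciferase reagent was then added, and end-point luminescence was read after 10 min at room temperature.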
D1 PAM – enhances dopamine response at the human D1 receptor; 360,000 tested, 0.036% active; HEK293 TREx D1 cells, calcium flux, dopamine EC20 potentiation; potentiation, % at 10 µM; P21728; in the data active means potentiation above about 30%; further: 0% is about no effect
D2 potentiator – positive allosteric modulators of human D2 dopamine receptor | 340,000 tested, 0.34% active | AID 485347 | potentiation, % at 10 µM | P14416 | HEK293 T-REx D2, calcium flux, EC20 dopamine potentiation;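 active means potentiation over 3 SD above the plate norm, cut at about 30% in these data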; further: 0% is about no effect
Target sequence (P14416 whole entry, looked up): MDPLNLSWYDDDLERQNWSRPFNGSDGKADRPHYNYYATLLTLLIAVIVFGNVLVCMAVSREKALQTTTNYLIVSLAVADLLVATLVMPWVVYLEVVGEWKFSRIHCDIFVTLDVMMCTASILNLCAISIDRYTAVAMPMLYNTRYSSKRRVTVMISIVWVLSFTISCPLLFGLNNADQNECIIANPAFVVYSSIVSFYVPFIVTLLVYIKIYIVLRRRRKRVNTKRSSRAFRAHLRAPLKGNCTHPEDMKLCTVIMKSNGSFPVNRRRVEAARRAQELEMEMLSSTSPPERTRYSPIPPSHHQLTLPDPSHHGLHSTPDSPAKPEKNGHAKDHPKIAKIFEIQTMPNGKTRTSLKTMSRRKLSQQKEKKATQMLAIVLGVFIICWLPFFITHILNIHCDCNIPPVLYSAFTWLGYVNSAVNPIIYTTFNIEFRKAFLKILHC
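Potentiation of an EC20 dopamine calcium response is measured in a force-coupled, tetracycline-inducible Hek293 Trex D2 line. Compound-only kinetic reads over 180 s flag agonists before dopamine addition.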
Vif-A3G inh – Vif-A3G binding inhibition; AID 602310; 410,000 tested, 0.076% active; HeLa A3G-eYFP + Vif (tagged APOBEC3G with the HIV-1 protein that degrades it), YFP fluorescence, overnight; Q9HC16; Potency, µM (series often up to 46.1 µM), for inactives: at the highest dose activity, negative = active, actives largely listed as inhibitors;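 further: potency means the concentration at half of the fitted maximal effect; on the % scale 0 is the no-effect control and ±100 the full control effect; nearly all actives have a fitted effect of over 60% in size; hits raise eYFP signal because A3G escapes Vif-driven loss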
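HeLa cells stably expressing Vif and C-terminally eYFP-tagged A3G, seeded overnight at 37 deg C, then exposed to compound by pintool overnight at 37 deg C. Rise in yellow fluorescence (Ex 488/Em 500-530, Acumen) marks blocked Vif-driven A3G degradation.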
The depositor's hits bear a star; ? = inconclusive; / = not tested or not shown; & = joins results of further samples. Unless noted, the call rests on the fitted dose curve; in most records, active means well fitted curve in the direction sought with a large enough effect; inconclusive means small, poorly fitted or top-dose-only effect, or another doubt; inactive means no such curve, though single readings can be large; an effect the other way counts as inactive or inconclusive. An excerpt; rates above refer to the full screens.

Every second line gives: D2 potentiator | RXFP1 ag | LDHA block | D1 ag | Glioma ERSR ind | Vif-A3F inh | D1 PAM | D1 antag | Vif-A3G inh
> Cc1ccccc1C1c2[nH]c3ccccc3c2CCN1CCCn1cccn1 (stereo not drawn)
 : -5 | 4.5% | 1 | 1 | -5% | 0% | 4 | -9 | 0%
> CCOC(=O)c1sc2c(c1C)C(c1cccs1)C1=C(CCCC1=O)N2 (stereo not drawn)
 : 6 | 9.9% | -5 | 29 | 1% | 5% | -12 | -15 | -12%
> CC(=O)Nc1ccc(OCC(O)Cn2nc(C)c(C)c2C)cc1 (stereo not drawn)
 : 11 | 0.4% | -12 | 1 | -2% | 8% | -6 | 5 | -1%
> O=S(=O)(Nc1ccc2nc(-c3ccco3)[nH]c2c1)c1ccccc1
 : -6 | 1.0% | 0 | 2 | 12% | -2% | 0 | -12 | -11%
> COc1ccc(N(C)S(=O)(=O)c2c(C)[nH]c(=O)[nH]c2=O)c(OC)c1
 : 1 | 2.0% | -7 | 2 | 2% | 1% | -3 | -4 | -2%
> COc1ccc(C(=O)NCc2ccc(C)cc2)cc1S(=O)(=O)N1CCOCC1
 : / | / | -5 | / | -4% | -1% | / | / | -1%
> CCC/C(O)=C1\C(=O)CCCC1=NCCc1c(C)[nH]c2ccccc12
 : -6 | 4.4% | -3 | 2 | -1% | 6% | 16 | -12 | 0%
> O=C1N(Cc2cccnc2)C[C@@H]2C[C@@H](c3ccc(-c4ccccc4)cc3)N3CCC[C@@]123
 : 11 | -1.4% | -1 | 20 | 0% | ? | -9 | -12 | -6%
> CC(C)NC(=O)C1CC(=O)N(c2ccc(F)c(Cl)c2)C1 (stereo not drawn)
 : 6 | 1.3% | 0 | 3 | 0% | -5% | -11 | -21 | 1%
> CCc1cc(-c2ccc3c(c2)COc2c4ccccc4nn2-3)on1
 : / | / | 0 | / | -10% | -2% | / | / | -18%
> Cc1cc(C)cc(OC(=O)N2CCOCC2)c1
 : 9 | -0.4% | -1 | 0 | 0% | 2% | 5 | 9 | -3%
> CCN(C[C@H]1N[C@@](Cc2ccccc2)(C(=O)OC)[C@H]2C(=O)N(Cc3ccccc3)C(=O)[C@@H]12)C(=O)NC(C)C
 : / | / | 3 | / | -3% | 5% | / | / | -3%
> Cc1ccc(NC(=O)N2CCCC2C(=O)NCc2cccs2)cc1 (stereo not drawn)
 : 5 | -1.3% | 4 | -1 | -2% | -5% | -6 | -2 | 0%
> CCS(=O)(=O)n1nc(-c2ccccc2)nc1SC
 : 2 | 0.7% | -7 | 2 | 1% | -8% | 0 | 3 | 1%
> COc1ccc(Cn2ccc3nc(C)c(C(=O)NCc4ccc(OC)cc4OC)cc3c2=O)cc1
 : / | 12% | -9 | 0 | -1% | -1% | -3 | -4 | -1%
> CCn1cc(Br)c(C(=O)Nc2ccc(OC)cc2)n1
 : 2 | 0.8% | -2 | 0 | 5% | -1% | -5 | 5 | -5%
> CCN(CC)C(=O)Cn1cc(C(=O)C(=O)N2CCN(c3ccc(OC)cc3)CC2)c2ccccc21
 : 3 | 1.2% | 4 | -1 | 4% | -9% | 6 | 0 | 0%
> Cc1cc(C)cc(N2C(=O)N(Cc3cccc(F)c3)c3ccccc3S2(=O)=O)c1
 : 1 | -2.0% | 4 | 5 | -2% | 3% | -3 | -26 | 3%
> O=C(Nc1ccccc1Cl)NC1(C(=O)N2CCCC2)CCCCC1
 : 4 | -3.5% | -4 | -1 | -2% | 4% | 2 | 0 | 3%
> CC(=O)Nc1cccc(S(C)(=O)=O)c1
 : -19 | -0.7% | -9 | 6 | -2% | 0% | -4 | 6 | 2%
> O=C(Cn1ncc2c3ccccc3n(Cc3ccccc3)c2c1=O)NC1CCCC1
 : 5 | 7.0% | -2 | 1 | -5% | -8% | -16 | 11 | -1%
> CN(CC(=O)Nc1ccc(F)c(F)c1)S(=O)(=O)c1cccc2cccnc12
 : -14 | 3.5% | -2 | 2 | -3% | -1% | -6 | 9 | 0%
> O=S(=O)(c1ccccc1)N1N=C(c2ccccc2)CC1c1ccccc1 (stereo not drawn)
 : 12 | 0.7% | -14 | 1 | -1% | -5% | 16 | 2 | 0%
> O=c1[nH]cncc1OCc1ccccc1
 : / | / | -4 | / | -3% | -1% | / | / | 0%
> O=C(O)Cn1nc(N2CCN(c3ccc(F)cc3)CC2)ccc1=O
 : -8 | 4.3% | 1 | 1 | -3% | -10% | -1 | 7 | 1%
> CSc1nsc(SCC(=O)Nc2ccccc2)n1
 : -11 | 1.8% | -2 | 0 | 3% | ? | -8 | -2 | -1%
> CCOC(=O)c1c(N)sc2c(OC)c(Br)ccc12
 : 7 | -0.5% | -4 | 1 | 7% | -14% | -8 | -22 | -2%
> CCOc1ccc(C(=O)CN2CCN(S(=O)(=O)c3ccc(OC)cc3)CC2)cc1
 : 6 | 0.0% | 0 | 0 | -3% | -7% | -5 | -17 | -4%
> O=C(Nc1cccc(Cl)c1)OCCOCCOC(=O)Nc1cccc(Cl)c1
 : / | / | 3 | / | -2% | -12% | / | / | 0%
> COc1ccc(-c2cc3nc(C)c(CCC(=O)NC4CCCCC4)c(C)n3n2)c(OC)c1
 : -3 | 0.2% | 3 | 2 | -3% | 0% | -2 | -3 | -2%

6 structures out of the list, arranged by formula weight, descending:
Every second line gives: D2 potentiator | RXFP1 ag | LDHA block | D1 ag | Glioma ERSR ind | Vif-A3F inh | D1 PAM | D1 antag | Vif-A3G inh
> CCN(C[C@H]1N[C@@](Cc2ccccc2)(C(=O)OC)[C@H]2C(=O)N(Cc3ccccc3)C(=O)[C@@H]12)C(=O)NC(C)C
 : / | / | 3 | / | -3% | 5% | / | / | -3%
> COc1ccc(Cn2ccc3nc(C)c(C(=O)NCc4ccc(OC)cc4OC)cc3c2=O)cc1
 : / | 12% | -9 | 0 | -1% | -1% | -3 | -4 | -1%
> O=C(Cn1ncc2c3ccccc3n(Cc3ccccc3)c2c1=O)NC1CCCC1
 : 5 | 7.0% | -2 | 1 | -5% | -8% | -16 | 11 | -1%
> O=S(=O)(Nc1ccc2nc(-c3ccco3)[nH]c2c1)c1ccccc1
 : -6 | 1.0% | 0 | 2 | 12% | -2% | 0 | -12 | -11%
> CC(=O)Nc1ccc(OCC(O)Cn2nc(C)c(C)c2C)cc1 (stereo not drawn)
 : 11 | 0.4% | -12 | 1 | -2% | 8% | -6 | 5 | -1%
> CSc1nsc(SCC(=O)Nc2ccccc2)n1
 : -11 | 1.8% | -2 | 0 | 3% | ? | -8 | -2 | -1%

(list continues)
Every second line gives: D2 potentiator | RXFP1 ag | LDHA block | D1 ag | Glioma ERSR ind | Vif-A3F inh | D1 PAM | D1 antag | Vif-A3G inh
> CN(CCCn1cnc2c(OCc3ccccc3)ncnc21)Cc1ccco1
 : / | / | -1 | / | 2% | -8% | / | / | -4%
> COCCN(C(=O)Nc1ccccc1)c1ccccc1
 : 11 | 3.5% | -1 | -1 | -5% | 1% | -1 | / | -3%
> CCC1CCCCN1CCCNC(=O)c1ccc2c(c1)N(Cc1cccc(Cl)c1)C(=O)c1ccccc1S2(=O)=O (stereo not drawn)
 : -6 | 0.1% | -2 | 13 | -8% | ? | 1 | 7 | -23%
> C=CCOc1c(Cl)cc(CNCCCN2CCOCC2)cc1OC
 : 7 | 0.4% | 4 | 4 | 1% | 14% | 4 | 6 | 1%
> COc1ccc(CC(=O)Nc2ccc(N3CCN(c4ccc(OC)cc4)CC3)c(C#N)c2)cc1
 : -9 | 4.1% | -6 | 4 | -4% | 8% | -2 | -10 | -6%
> Cc1ccc(-c2nnc(CSc3nnc4c5c(C)c(C)sc5nc(C(C)C)n34)o2)cc1
 : / | 3.9% | / | 1 | / | / | 1 | -15 | /
> O=C(NCCN1CCOCC1)C1CCC(=O)N1Cc1ccc(F)cc1 (stereo not drawn)
 : -14 | 0.6% | -3 | 0 | -3% | 1% | -9 | -13 | 1%
> Cc1ccc(N2CC(NC(=O)/C=C\c3ccc4c(c3)OCO4)CC2=O)cc1 (stereo not drawn)
 : -8 | 2.8% | -6 | -3 | 2% | 2% | 1 | / | -8%
> Cc1c(C(=O)Nc2ccc(F)cc2)oc2ccc(S(=O)(=O)N3CCCC3)cc12
 : 3 | 5.4% | -11 | 1 | -1% | -6% | -7 | -8 | 4%
> CC(Oc1cccc(Cl)c1)C(=O)NCCCCc1ccccc1 (stereo not drawn)
 : 2 | 1.2% | -1 | 4 | -3% | -8% | -4 | -8 | -2%
> CCc1cc(=O)oc2cc(C)cc(OC(C)C(=O)NCCCN3CCOCC3)c12 (stereo not drawn)
 : / | -0.5% | -4&-24 | 1 | -3% | 2% | 1 | -5 | 6%
> O=C(Nc1ccccc1)Nc1nnc(Cc2ccc([N+](=O)[O-])cc2)s1
 : 3 | 0.3% | 0 | 9 | -3% | 1% | -1 | -17 | -4%
> COc1ccc(N2CCN(C(=O)[C@@H](NC(=O)c3ccccc3Cl)C(C)C)CC2)cc1
 : 23 | 3.8% | -1 | 1 | 0% | -21% | -10 | -1 | 1%
> Cn1c(=O)c(=O)n(C)c2cc(S(=O)(=O)CCC(=O)Nc3ccccc3C(F)(F)F)ccc21
 : / | / | 3 | / | -5% | -6% | / | / | 3%

Full records as entered above. Order of values: D2 potentiator	RXFP1 ag	LDHA block	D1 ag	Glioma ERSR ind	Vif-A3F inh	D1 PAM	D1 antag	Vif-A3G inh
Entry for COc1ccc(Cn2ccc3nc(C)c(C(=O)NCc4ccc(OC)cc4OC)cc3c2=O)cc1 : /	12%	-9	0	-1%	-1%	-3	-4	-1%
Entry for O=C(Nc1ccccc1)Nc1nnc(Cc2ccc([N+](=O)[O-])cc2)s1 : 3	0.3%	0	9	-3%	1%	-1	-17	-4%
Entry for O=C(Nc1ccccc1Cl)NC1(C(=O)N2CCCC2)CCCCC1 : 4	-3.5%	-4	-1	-2%	4%	2	0	3%
Entry for O=C1N(Cc2cccnc2)C[C@@H]2C[C@@H](c3ccc(-c4ccccc4)cc3)N3CCC[C@@]123 : 11	-1.4%	-1	20	0%	?	-9	-12	-6%
Entry for COc1ccc(-c2cc3nc(C)c(CCC(=O)NC4CCCCC4)c(C)n3n2)c(OC)c1 : -3	0.2%	3	2	-3%	0%	-2	-3	-2%
